Screening results as filed in PubChem BioAssay.
M5 antag = human M5 muscarinic receptor antagonists, primary screen, CHO cells, Fluo-8 calcium fluorescence; Muscarinic acetylcholine receptor M5 (Homo sapiens), P08912; CHO-hM5 cells, ACh EC80; inhibition, % at 3 µM; 0.59% of 360,000 active; AID 624040, 2012;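 active = inhibition above a per-plate cutoff, the mean of that plate's test compounds plus 3 SD, cut at about 27% in these data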;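 note: 0% = acetylcholine EC80 with DMSO and 100% = DMSO without agonist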
Target sequence (P08912 whole entry, looked up): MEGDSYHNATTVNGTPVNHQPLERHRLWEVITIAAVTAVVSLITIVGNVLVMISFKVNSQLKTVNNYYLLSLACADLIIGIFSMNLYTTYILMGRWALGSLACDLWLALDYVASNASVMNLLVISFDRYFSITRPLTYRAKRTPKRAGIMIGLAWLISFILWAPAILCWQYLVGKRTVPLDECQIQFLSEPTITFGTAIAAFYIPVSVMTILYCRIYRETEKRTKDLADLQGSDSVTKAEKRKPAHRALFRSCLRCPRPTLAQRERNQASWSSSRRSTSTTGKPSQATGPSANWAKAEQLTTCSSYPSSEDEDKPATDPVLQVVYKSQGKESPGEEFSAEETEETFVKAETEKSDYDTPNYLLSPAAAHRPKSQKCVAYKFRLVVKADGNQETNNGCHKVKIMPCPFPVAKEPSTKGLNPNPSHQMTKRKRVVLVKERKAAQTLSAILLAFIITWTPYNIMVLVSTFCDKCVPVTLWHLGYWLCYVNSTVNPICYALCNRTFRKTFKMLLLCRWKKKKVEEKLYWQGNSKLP
CRFBP-R2 block = antagonists of CRF-BP/CRF-R2 complex, primary screen, cell-based, HEK293, calcium dye fluorescence, uHTS | AID 588475, 2011 | CRF-induced calcium fluorescence | inhibition, % at 11.8 µM | 0.59% of 350,000 active;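 active = inhibition of the ligand-induced calcium signal above about 50% at the single tested concentration, limit read from the data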
M5 PAM = human M5 muscarinic receptor positive allosteric modulators, primary screen, CHO-K1 cells, Fluo-8 calcium fluorescence. CHO-K1 hM5, ACh EC20 PAM; 0% = ACh EC20, 100% = ACh EC100. activation, % at 3 µM. 0.3% of 360,000 active;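 active = activation above the run cutoff, the mean activation of all test compounds plus 3 SD, cut at about 18% in these data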
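Probe or stimulus: acetylcholine, EC20 level; Assay system: human M5 receptor in CHO-K1 cells; Schedule: compound preincubation 140 s before EC20 acetylcholine addition; Technique: intracellular calcium via Fluo-8 fluorescence; Dosing: single-point, 3 µM nominal; Read-out basis: percent activation from peak-over-basal fluorescence ratio, scaled EC20-to-EC100 acetylcholine; Repeats: one well per compound, no replicates.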
CHRM5 agonist = human M5 muscarinic receptor agonists, primary screen, CHO-K1 cells, Fluo-8 calcium fluorescence; Muscarinic acetylcholine receptor M5 (Homo sapiens), P08912; AID 624037, 2012; CHO-K1 hM5 cells; 0% DMSO wells, 100% maximal acetylcholine response; 0.19% of 360,000 active; activation, % at 3 µM;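 active = activation above the run's mean over test compounds plus 3 SD, cut at about 23% in these data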;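 note: signal is peak over basal fluorescence ratio across the kinetic read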
CRFBP-R2 agonist = agonists of CRF-BP/CRF-R2 complex, primary screen, cell-based, HEK293, calcium dye fluorescence, uHTS | CRF-binding protein / CRF receptor 2 complex (human) | AID 588473, 2011 | 0.46% of 350,000 active | calcium dye fluorescence (FLIPR); percent of saturating CRF peptide response | activation, % at 13.2 µM;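 active = activation of at least 50%, plus an integration ratio under a set limit after plate pattern correction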;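 note: plate controls were neutral control wells without compound for no effect and CRF at EC100 for full effect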
M1 PAM = human M1 muscarinic receptor positive allosteric modulators, primary screen, CHO-K1 cells, Fluo-8 calcium fluorescence, 1536-well; Muscarinic acetylcholine receptor M1 (Homo sapiens), P11229; CHO-K1 hM1, ACh EC20; 0% = ACh EC20, 100% = maximal ACh; activation, % at 3 µM; 0.088% of 360,000 active; in the data active = activation above about 19%, passing the limit was not always enough
Target sequence (P11229 whole entry, looked up): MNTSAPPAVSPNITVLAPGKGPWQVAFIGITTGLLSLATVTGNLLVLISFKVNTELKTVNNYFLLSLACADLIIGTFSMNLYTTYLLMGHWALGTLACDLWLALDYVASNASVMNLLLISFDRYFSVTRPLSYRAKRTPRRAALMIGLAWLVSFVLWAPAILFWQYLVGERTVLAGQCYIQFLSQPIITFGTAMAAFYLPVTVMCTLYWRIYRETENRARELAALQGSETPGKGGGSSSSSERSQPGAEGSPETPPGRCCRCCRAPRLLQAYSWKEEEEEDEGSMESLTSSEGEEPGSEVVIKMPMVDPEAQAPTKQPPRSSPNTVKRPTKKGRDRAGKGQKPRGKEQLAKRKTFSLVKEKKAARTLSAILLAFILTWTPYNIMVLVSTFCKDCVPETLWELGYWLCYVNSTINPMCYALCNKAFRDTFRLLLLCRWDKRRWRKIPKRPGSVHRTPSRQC
M4 antag = human M4 muscarinic receptor antagonists, primary screen, CHO cells, Fluo-8 calcium fluorescence. Muscarinic acetylcholine receptor M4 (Homo sapiens), P08173. CHO-hM4 cells, ACh EC80. inhibition, % at 3 µM. 0.73% of 360,000 active;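 active = inhibition above its plate's cutoff, the mean inhibition of sample wells plus 3 SD, cut at about 27% in these data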;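 note: 0% = acetylcholine EC80 with DMSO and 100% = DMSO without agonist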
CHRM4 PAM = human M4 muscarinic receptor positive allosteric modulators, primary screen, CHO-K1 cells, Fluo-8 calcium fluorescence; Muscarinic acetylcholine receptor M4 (Homo sapiens), P08173; CHO-K1 hM4/Gqi5, ACh EC20; 0% = ACh EC20, 100% = maximal ACh; activation, % at 3 µM; 0.4% of 360,000 active; AID 624126, 2012;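 active = activation above its plate's cutoff, the mean activation of sample wells plus 3 SD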; note: some results filed as inactive read as strong as hits
CHRM4 agonist = human M4 muscarinic receptor agonists, primary screen, CHO-K1 cells, Fluo-8 calcium fluorescence. activation, % at 3 µM. Muscarinic acetylcholine receptor M4 (Homo sapiens), P08173. 0.14% of 360,000 active. CHO-K1 hM4/Gqi5; vehicle 0%, full acetylcholine response 100%;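 active = activation above the run mean over all test wells plus 3 SD, cut at about 32% in these data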;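 note: peak over basal fluorescence ratio per well then scaled between controls; 0% = DMSO wells and 100% = acetylcholine at EC100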
* hit, by the source's call; x = not tested or not shown.

(1) CC(Sc1nncn1C)C(=O)Nc1ccc(S(N)(=O)=O)cc1 (stereo not drawn)
(2) OC[C@@H]1CN(Cc2cccc(C(F)(F)F)c2)C[C@H](n2cnc3c(NCc4ccc(F)cc4)ncnc32)O1
(3) CCOC(=O)C1(Cc2ccccc2)CCCN(Cc2ccc(OCC)c(CO)c2)C1 (stereo not drawn)
(4) CCCC[C@@H]1Cc2[nH][nH]c(=O)c2[C@H](c2cccc3ccccc23)O1
(5) O=C(CSc1nc(-c2ccccc2)c(-c2ccccc2)[nH]1)NCCN1C(=O)CSC1=O
(6) Clc1ccccc1Cc1noc(CN2CCCCC2CCc2ccccn2)n1 (stereo not drawn)
(7) CCN(C(=O)CCNC(=O)Cn1cnc2ccccc2c1=O)c1cccc(Cl)c1
(8) COCCCNC(=O)C[C@@H]1C[C@@]2(C(=O)OC)CC(C)(C)CC=C2N(CCc2ccc(OC)c(OC)c2)C1=O
Assay by compound	1	2	3	4	5	6	7	8
M5 antag	-2	12	12	-7	4	-5	22	-10
CRFBP-R2 block	7	x	4	x	3	-9	-1	x
M5 PAM	-1	-3	-5	-4	-7	-1	-4	9
CHRM5 agonist	-3	5	0	4	-2	-8	-3	2
CRFBP-R2 agonist	2.4	x	-0.7	x	-1.5	0.6	-0.1	x
M1 PAM	5	10	5	x	3	-15	-2	x
M4 antag	1	-13	2	-8	1	-12	4	3
CHRM4 PAM	5	-1	-6	11	-2	0	-5	-4
CHRM4 agonist	1	20	2	2	1	3	0	2

Part of the list above in order of SMILES length, rising:
(6) Clc1ccccc1Cc1noc(CN2CCCCC2CCc2ccccn2)n1 (stereo not drawn)
(7) CCN(C(=O)CCNC(=O)Cn1cnc2ccccc2c1=O)c1cccc(Cl)c1
(2) OC[C@@H]1CN(Cc2cccc(C(F)(F)F)c2)C[C@H](n2cnc3c(NCc4ccc(F)cc4)ncnc32)O1
Assay by compound	6	7	2
M5 antag	-5	22	12
CRFBP-R2 block	-9	-1	x
M5 PAM	-1	-4	-3
CHRM5 agonist	-8	-3	5
CRFBP-R2 agonist	0.6	-0.1	x
M1 PAM	-15	-2	10
M4 antag	-12	4	-13
CHRM4 PAM	0	-5	-1
CHRM4 agonist	3	0	20

(further entries)
(9) CCOc1ccc2nc(NC(=O)C3CCN(C(=O)c4ccco4)CC3)sc2c1
(10) O=C(CCCCC(=O)NN=Cc1ccc2c(c1)CCC2)NN=Cc1ccc2c(c1)CCC2
(11) O=C(Oc1ccc(-c2nnco2)cc1)N(c1ccccc1)c1ccccc1
(12) CSc1ccc(/C=C(/NC(=O)c2ccco2)C(=O)NCc2ccco2)cc1
(13) Cc1cc(=O)cc(C)n1-c1ccc(O)cc1
(14) Cc1cc(C)n2nc(SCc3cccc(S(=O)(=O)N(C)C)c3)nc2n1
(15) Cc1ccc(C)c(-n2c(Cc3cccs3)n[nH]c2=S)c1
(16) COCCNC(=O)c1onc(CSc2ccccc2F)c1C(=O)O
Assay by compound	9	10	11	12	13	14	15	16
M5 antag	4	-1	8	-2	13	13	1	3
CRFBP-R2 block	28	-30	-1	-1	-12	-4	29	14
M5 PAM	-2	-2	2	11	0	-16	0	8
CHRM5 agonist	1	1	-11	0	2	6	-10	4
CRFBP-R2 agonist	-0.6	2.2	0.9	-0.4	-0.3	-0.2	0.3	-1.5
M1 PAM	8	4	-15	9	-3	-9	9	-2
M4 antag	-4	-7	-1	-1	11	-1	7	5
CHRM4 PAM	-5	-2	-1	4	-5	-8	-1	-4
CHRM4 agonist	4	1	-1	1	0	13	0	0

(17) CNC(=S)NC(CC(=O)OC)c1ccc2c(c1)OCO2 (stereo not drawn)
(18) C=CCN(C(=O)CSc1nnnn1C)c1nc(-c2ccccc2)cs1
(19) O=C(COc1ccccc1C(=O)O)Nc1ccc(SC(F)F)cc1
(20) Cc1ccc(S(=O)(=O)N(C)c2ccc(OCC(=O)OCc3cccc(Br)c3)cc2)cc1
(21) O=C(CSc1nc(-c2ccco2)cc(C(F)(F)F)n1)NN1CCOCC1
(22) Cc1cc(OCCCC(=O)NNC(=O)c2ccncc2)ccc1Cl
(23) Cc1cccc(NC(=O)Nc2ccc(Br)cc2)n1
(24) COc1ccc(NC(=O)CCS(=O)(=O)c2ccccc2)c(OC)c1
Assay by compound	17	18	19	20	21	22	23	24
M5 antag	7	3	6	14	-18	14	19	2
CRFBP-R2 block	5	5	5	-6	4	-3	-6	-24
M5 PAM	-3	1	0	-7	8	-10	-4	-7
CHRM5 agonist	-2	0	0	1	1	0	-3	-2
CRFBP-R2 agonist	-1.3	0.7	-0.5	17	-1.0	-0.6	0.3	1.2
M1 PAM	4	5	3	3	-3	-5	5	7
M4 antag	2	-6	5	4	-2	-4	4	13
CHRM4 PAM	-5	5	-3	-9	3	-8	-5	-5
CHRM4 agonist	0	3	0	3	1	10	4	0

(25) CCOC(=O)C1=C(CSc2nc(-c3ccncc3)ccc2C#N)OC(N)=C(C#N)C1c1cccnc1 (stereo not drawn)
(26) O=C(NCC(F)(F)F)c1cc2c(c(-c3cccc(-c4ccccc4F)c3)n1)[C@@H](CCO)N(C(=O)CC1CC1)C2
(27) CC(=C/c1ccccc1)/C=N/n1c(-c2ccncc2)n[nH]c1=S
(28) Cc1cc2nc(C3CCCN(C(=O)NCc4ccccc4)C3)[nH]c2cc1C (stereo not drawn)
(29) CC(C)(C)NC(=O)C(c1ccc(O)cc1)N(Cc1ccco1)C(=O)CCC(=O)Nc1ccccn1 (stereo not drawn)
(30) CCOC(=O)Cc1[nH]nc2c1C(C1C=CCCC1)C(C#N)=C(N)O2 (stereo not drawn)
(31) Cc1cc(N2C(=O)C3C4C=CC(C4)C3C2=O)ccc1Br (stereo not drawn)
(32) N[C@@H](C(=O)N[C@@H]1C(=O)N2C(C(=O)O)=C(Cl)CS[C@H]12)c1ccccc1
Assay by compound	25	26	27	28	29	30	31	32
M5 antag	1	-4	4	-5	-5	-10	-4	6
CRFBP-R2 block	-5	x	-59	15	-3	-12	4	29
M5 PAM	2	-5	1	4	1	0	0	-13
CHRM5 agonist	-10	-2	18	-13	-2	-3	-1	16
CRFBP-R2 agonist	6.3	x	-0.3	-1.0	1.3	0.1	-3.5	2.5
M1 PAM	-7	x	5	1	5	1	4	-3
M4 antag	8	-10	-4	-10	-21	-1	-11	7
CHRM4 PAM	-3	-2	12	-3	12	-1	-2	2
CHRM4 agonist	1	8	7	1	3	1	2	1

(33) CC(=O)NC(=S)Nc1cccc2ccc(C)nc12
(34) CCOC(=O)c1c(NC(=S)NC(=O)/C=C/c2cccs2)sc(C)c1C
(35) CC(C)CC(c1nnnn1C1CCCCC1)N1CCN(C(=O)c2ccco2)CC1 (stereo not drawn)
(36) CC(NS(=O)(=O)c1ccc(Cl)cc1)C(=O)OCC(=O)c1ccc[nH]1 (stereo not drawn)
(37) CCOC(=O)CC1=NN(c2ccccc2)C(=O)/C1=C\c1ccc(N(C)C)cc1
(38) COc1cc(OC)c(C(=O)OCC(=O)NC2CCCCCCC2)cc1OC
(39) CCNc1nc(NC(C)C)nc(SCCOC(=O)c2ccccc2)n1
(40) CC(C)NCC1CCc2cc(CO)c([N+](=O)[O-])cc2N1 (stereo not drawn)
Assay by compound	33	34	35	36	37	38	39	40
M5 antag	11	-5	8	13	10	15	-5	-7
CRFBP-R2 block	-29	13	-16	4	26	-18	-13	12
M5 PAM	-5	1	2	-4	-4	-6	-3	5
CHRM5 agonist	-5	-1	-3	0	-2	1	-5	-1
CRFBP-R2 agonist	-0.5	-2.3	-0.4	-2.0	-5.2	-2.3	0.6	-2.5
M1 PAM	6	8	11	7	11	2	-1	-4
M4 antag	-1	-1	1	-2	-1	-4	-2	-8
CHRM4 PAM	2	0	-10	12	2	-1	-9	0
CHRM4 agonist	2	0	1	6	1	4	3	2

(41) S=C(NC1CCCCC1)N(CCc1nc2ccccc2[nH]1)C1CCCC1
(42) CCc1ccccc1NC(=S)N1CCN(c2ccccn2)CC1
(43) Cc1cccc(N=Nc2cn[nH]c2-c2ccco2)c1
(44) C[C@@H]1CC[C@@]2(O[C@H](CCO)C[C@@H](O)[C@@H]2O)O1
(45) Cc1c(NC(=O)OCCSc2nc(N(C)C)nc(N(C)C)n2)sc(=S)n1C
(46) Cc1cccc(NC(=S)NCC2CCCO2)c1 (stereo not drawn)
(47) CN(C)c1cccc(CNC(=O)c2csc([C@@H]3O[C@H](CO)[C@H](O)[C@H](O)[C@H]3O)n2)c1
(48) CC1(C)Cc2c(sc3nc(C4CC4)n(N)c(=O)c23)CO1
Assay by compound	41	42	43	44	45	46	47	48
M5 antag	-2	2	0	19	-4	8	2	-1
CRFBP-R2 block	-18	8	3	7	7	3	x	-10
M5 PAM	-10	-4	17	-8	0	0	-3	8
CHRM5 agonist	-11	-3	1	0	-2	-2	3	0
CRFBP-R2 agonist	-0.7	0.7	-2.3	-0.8	-0.4	-1.7	x	0.3
M1 PAM	-5	11	-5	1	6	5	-1	7
M4 antag	-10	-13	1	-1	1	-4	-7	-8
CHRM4 PAM	-10	2	2	10	3	4	6	-4
CHRM4 agonist	9	1	0	1	1	0	1	2

(49) Cc1nn(C)cc1C(C)NCc1c(C(=O)N2CCCCCCC2)nc2ccc(Cl)cn12 (stereo not drawn)
(50) CN(C)S(=O)(=O)c1cc(NC(=O)CNCCN2CCOCC2)ccc1Cl
(51) Cc1ccc(S(=O)(=O)NC(C)C(=O)N2CCOCCOCCOCCOCC2)cc1 (stereo not drawn)
(52) O=C(CCn1cnc2ccccc21)N/N=C/c1ccc(O)cc1
(53) CCOc1ccc(N(CC(=O)N2CCN(c3ccccc3F)CC2)S(=O)(=O)c2c(C)noc2C)cc1
(54) COc1ccc(OC)c(NC(=O)CN2C(=O)COc3ccc(S(=O)(=O)N4CCCC4)cc32)c1
(55) COc1ccc(CNC(=O)C2CCCN(S(=O)(=O)c3c(C)n[nH]c3C)C2)cc1 (stereo not drawn)
Assay by compound	49	50	51	52	53	54	55
M5 antag	-8	10	9	14	0	10	6
CRFBP-R2 block	0	13	-6	-18	-28	-2	10
M5 PAM	1	6	-2	-7	4	-2	-3
CHRM5 agonist	1	1	-1	-4	1	-4	4
CRFBP-R2 agonist	-2.1	-0.6	-0.2	1.5	3.2	0.0	2.0
M1 PAM	-9	9	1	10	6	-7	21
M4 antag	-5	3	7	8	-3	8	0
CHRM4 PAM	-3	7	-6	6	6	-8	3
CHRM4 agonist	1	0	1	1	0	0	1

Records 1–2, reprinted for reference:
(1) CC(Sc1nncn1C)C(=O)Nc1ccc(S(N)(=O)=O)cc1 (stereo not drawn)
(2) OC[C@@H]1CN(Cc2cccc(C(F)(F)F)c2)C[C@H](n2cnc3c(NCc4ccc(F)cc4)ncnc32)O1
Assay by compound	1	2
M5 antag	-2	12
CRFBP-R2 block	7	x
M5 PAM	-1	-3
CHRM5 agonist	-3	5
CRFBP-R2 agonist	2.4	x
M1 PAM	5	10
M4 antag	1	-13
CHRM4 PAM	5	-1
CHRM4 agonist	1	20
